HCMV inh = human cytomegalovirus inhibition | HFF cells, HCMV-luciferase reporter, 72 h; stronger effect = lower value | activity change, negative = inhibition, % at 57.5 µM | actives 4.5% (n = 410,000) | AID 1259415; in the data active = activity change below about -60%; inconclusive = no clear call, values can overlap the other calls; inactive = above about -39%
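Luciferase read-out from HCMV-luciferase-infected HFFs (MOI 1 PFU/cell) 72 h post infection at 37C; compounds added after 16 h cell attachment; activity normalized between buffer-only basal and Salinomycin (10uM) inhibitor controls.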
Sm TGR block = S. mansoni TGR enzyme inhibition. Q962Y6. purified TGR, DTNB reduction, TNB absorbance 405 nm. Potency, µM (titrated, usually from 114 µM), without a hit: top-dose activity change, negative = inhibition, usual class: inhibitors. actives 3% (n = 360,000). AID 485364; also: potency is read from the fitted curve at half-maximal effect; nearly all actives have a fitted effect of over 60% in size
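TGR 20 nM + NADPH 100 uM (dispensed conc.), cpd preinc 15 min RT; start with NADPH (500 uM addition) then DTNB (15 mM addition). Kinetic TNB absorbance, 405 nm filter. Four-parameter Hill fit across titration.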
FBPA Giardia inh = blocks Giardia fructose-bisphosphate aldolase activity. A8B2U2. purified Giardia FBPA. Potency, µM (titrated, usually from 59.6 µM), for inactives: top-dose activity, negative = inhibition, usual class: inhibitors. actives 0.71% (n = 290,000); also: potency is read from the fitted curve at half-maximal effect; nearly all actives have a fitted effect of over 55% in size
Target sequence (A8B2U2 whole entry, looked up): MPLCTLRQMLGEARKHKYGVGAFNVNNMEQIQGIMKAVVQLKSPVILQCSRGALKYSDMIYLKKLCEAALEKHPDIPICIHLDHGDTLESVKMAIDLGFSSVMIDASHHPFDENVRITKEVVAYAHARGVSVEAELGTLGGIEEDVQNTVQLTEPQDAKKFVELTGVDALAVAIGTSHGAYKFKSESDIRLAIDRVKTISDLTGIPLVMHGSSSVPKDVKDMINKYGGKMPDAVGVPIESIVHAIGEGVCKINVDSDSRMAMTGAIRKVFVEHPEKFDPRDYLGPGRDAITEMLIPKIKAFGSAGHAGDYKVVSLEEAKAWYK
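40 nM FBPA preincubated 10 min at RT with compound (up to 57.5 uM final), then substrate plus GAPDH/TPI/NAD/arsenate coupling and diaphorase/resazurin added. Fluorescence read after 20 min at RT, 525/598 nm.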
AMA1 RON2 block = disrupts binding of P. falciparum AMA1 to RON2 | AlphaScreen AMA1-biotinylated RON2 peptide binding | actives 0.2% (n = 360,000) | Potency, µM (series often up to 58.2 µM), for inactives: at the top dose activity change, negative = inhibition, most hits filed as inhibitors;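 also: potency is read from the fitted curve at half-maximal effect; 0% = vehicle wells and -100% = peptide control; nearly all actives have a fitted effect of over 45% in size; some results filed as inactive show a strong effect at the top dose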
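AMA1 (3D7) with his tag at 25 nM final met compounds first, then biotinylated RON2 peptide at 25 nM; detection used donor plus acceptor beads, 10 µg/mL apiece, read by AlphaScreen after 30 min at room temperature.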
AmpC no deterg = inhibitors of E. coli AmpC beta-lactamase without detergent. actives 0.52% (n = 330,000). AmpC nitrocefin hydrolysis, absorbance 480 nm, 0.0001% Triton. P00811. Potency, µM (top dose mostly 57.1 µM), for inactives: at the highest dose activity change, negative = inhibition, hits mostly inhibitors;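 also: potency is read from the fitted curve at half-maximal effect; plate controls were no compound for no effect and no enzyme for full effect; nearly all actives have a fitted effect of over 20% in size; some results filed as inactive show a strong effect at the top dose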
Target sequence (P00811 whole entry, looked up): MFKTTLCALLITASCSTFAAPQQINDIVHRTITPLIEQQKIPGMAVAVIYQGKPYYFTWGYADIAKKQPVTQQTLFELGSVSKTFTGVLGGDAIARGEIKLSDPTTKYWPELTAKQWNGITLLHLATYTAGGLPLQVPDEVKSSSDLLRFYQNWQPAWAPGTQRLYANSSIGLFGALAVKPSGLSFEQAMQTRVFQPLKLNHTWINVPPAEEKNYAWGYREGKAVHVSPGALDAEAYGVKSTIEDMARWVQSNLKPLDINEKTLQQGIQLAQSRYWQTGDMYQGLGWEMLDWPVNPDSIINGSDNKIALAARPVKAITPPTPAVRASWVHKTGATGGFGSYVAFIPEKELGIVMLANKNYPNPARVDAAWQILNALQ
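AmpC (5.3 nM in the dispensed reagent) in 20 mM phosphate pH 7.0 with 0.01% (detergent screen) or 0.0001% Triton X-100 was preincubated with compounds for 15 min at room temperature. Nitrocefin was then added from an 800 uM solution, and hydrolysis was followed at 480 nm.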
AmpC inh detg = blocks E. coli AmpC beta-lactamase in detergent assay | P00811 | AmpC hydrolysis of nitrocefin, absorbance 480 nm, 0.01% Triton | Potency, µM (titrated, usually from 114 µM), without a hit: top-dose activity change, negative = inhibition, most hits filed as inhibitors | actives 0.041% (n = 370,000) | AID 485294;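 also: potency is read from the fitted curve at half-maximal effect; 0% = no-compound wells and -100% = no-enzyme wells; nearly all actives have a fitted effect of over 25% in size; some results filed as inactive show a strong effect at the top dose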
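AmpC (5.3 nM in the dispensed reagent) in 20 mM phosphate pH 7.0 with 0.01% (detergent screen) or 0.0001% Triton X-100 was preincubated with compounds for 15 min at room temperature. Nitrocefin was then added from an 800 uM solution, and hydrolysis was followed at 480 nm.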
Starred values were filed as active, the others as inactive; ? = inconclusive; . = not tested or not shown; & = joins results of further samples; [ ] = dose if it differs, or a comment. Unless noted, calls follow the shape of the dose curve; as a rule, active = well fitted curve in the direction sought with a large enough effect; inconclusive = small, poorly fitted or top-dose-only effect, or another doubt; inactive = no such curve, though single readings can be large; an effect the other way counts as inactive or inconclusive. Unless noted, % is scaled to controls: 0 for no effect and ±100 for the full control effect.

SMILES | HCMV inh | Sm TGR block | FBPA Giardia inh | AMA1 RON2 block | AmpC no deterg | AmpC inh detg
O=C(O)c1ccc(Cn2cnc3scc(-c4ccccc4)c3c2=O)cc1 | ? | -2.7% | ? | 1.1% | -16.3% | ?
O=C(c1ccccc1-c1nc(-c2ccccc2)no1)N1CCOCC1 | 0.3 | -27.6% | 0.5% | -3.9% | -4.3% | -10.0%
Cc1nn(Cc2ccc(F)cc2)c(C)c1NC(=O)c1noc2c1CCc1ccccc1-2 | ? | -32.4%&0.0% | -6.4% | 1.5% | 11.2µM* | ?
CCC(C)NC(=O)Cn1cnc2sc(C)cc2c1=O (centres undefined) | 66.5 | 7.4% | 2.3% | -4.8% | -4.5% | -1.9%
COc1ccc(C2SCC(=O)N2c2ccc(C)cc2)cc1 (centres undefined) | -19.1 | -13.8% | 9.9% | -0.3% | -7.5% | ?
N#Cc1cc2ccc(N3CCOCC3)cc2cc1C#N | -31.4 | 2.9% | ? | 6.7% | -11.4% | ?
CC(C)OC(=O)Cc1nc2sc(-c3ccccc3)cc2c(=O)[nH]1 | . | 3.9% | 21.4% | 45.1%[activator] | -40.3% | -7.9%
Cn1nccc1C(=O)Nc1sc2c(c1C(N)=O)CCCC2 | 21.9 | . | -3.1% | 10.6% | -19.2% | 0.9%
CC(=O)c1ccc(N2Cc3ccccc3/C2=N\C(=O)Nc2ccc(Cl)cc2)cc1 | 119.9 | 2.9% | 2.5% | 22.9% | -16.0% | ?
Cc1oc(-c2cccc(Cl)c2)nc1CN1CCC(C(=O)N2CCN(c3ccccc3F)CC2)CC1 | -25.2 | -4.3% | 2.4% | 6.7% | 188.4%[activator] | 6.7%
COc1ccccc1CNC(=O)/C=C/c1cc2c(cc1Br)OCO2 | 10.4 | -0.7% | -9.6% | -3.3% | -7.3% | -6.9%
CC(C)Oc1cc2oc(=O)c3c(c2cc1Cl)CCC3 | -17.6 | 9.0% | 3.2% | 0.5% | -21.8% | 0.1%
CCOCCCNc1nc2c(c(=O)[nH]c(=O)n2C)n1CCCc1ccccc1 | 26.1 | -4.3% | 0.0% | 8.6% | -8.1% | 1.4%
CC(C)Sc1nnc([C@H](Cc2c[nH]c3ccccc23)NC(=O)OC(C)(C)C)o1 | ? | 3.3% | -16.6% | -19.4% | 22.3% | -13.5%
Fc1ccc(CNc2nc(-c3ccccc3)cc(C(F)(F)F)n2)cc1 | -7.5 | 7.1% | . | . | . | 17.3%
Cc1ccc(Sc2ccc(N)cn2)cc1 | 71.3 | 2.5% | -7.2% | 2.0% | -12.0% | 2.5%
O=C(CCNS(=O)(=O)c1ccc(Br)cc1)NCc1ccco1 | -4.4 | -5.1% | . | -2.1% | -10.2% | -11.6%
COc1nc(OC)nc(N2CCC(C(=O)Nc3cccc4c3CCCC4)CC2)n1 | -3.0 | 7.7% | 1.6% | 102.9%[activator] | -8.7% | -9.7%
CCOc1cc(C2C(C(=O)OC)=C(C)N=C3SC(C)C(=O)N32)ccc1OC(C)=O (centres undefined) | -3.5 | -0.1% | -12.8% | -3.6% | 34.3% | -15.1%
CSC1=NP(=S)(SC)N(C)c2nc3n(c21)CCC3 (centres undefined) | . | -28.5% | -4.4% | -4.0% | 3.0% | 4.0%
CCOc1ccc(NC(=O)c2cc(S(=O)(=O)N3CCN(c4ccccc4F)CC3)ccc2F)cc1 | -4.1 | 11.4% | . | . | . | 6.7%
COc1nc(N)nc(CC(=O)C2CC2)n1 | 20.5 | 2.5% | -0.2% | 21.0% | -7.8% | -5.7%
CC(=O)N1CCc2cc(Br)cc(S(=O)(=O)N3CCCCCC3)c21 | -15.6 | 1.6% | 5.7% | -6.4% | 87.6% | -6.4%
O=C(OCC1CCCO1)c1ccc2c(c1)N(Cc1c(F)cccc1Cl)C(=O)c1ccccc1S2(=O)=O (centres undefined) | -6.0 | -3.6% | . | . | . | 3.5%
Cc1cc(NC(=O)c2cnn(-c3ccccc3)c2-n2cccc2)ccc1Br | -13.4 | 8.2% | . | . | . | 16.4%
O=C(NCc1ccc(Cl)cc1)C(=O)c1c[nH]c2ccccc12 | -14.3 | 3.1% | -0.8% | 8.9% | -8.0%[2.29 µM] | ?
CCC(C(=O)NCC1CCCO1)N(Cc1ccccc1)C(=O)CNS(=O)(=O)c1ccccc1 (centres undefined) | -35.2 | -6.7% | 5.7% | 14.2% | 44.8% | -15.2%
CCOC(=O)/C(C#N)=C/c1cc(C)n(-c2ccc(C)cc2)c1C | 68.1 | 0.0% | -3.3% | -13.7% | -13.7% | -12.0%
Cc1cc(NC(=O)C(C)Sc2nc(-c3ccccc3)cc(=O)[nH]2)no1 (centres undefined) | -13.9 | -10.4% | ? | 0.8% | 1.9% | 1.6%
COC(=O)C1=CN(Cc2ccc(OC)cc2)C=C(C(=O)OC)C1c1ccc(O)c(OC)c1 | 4.0 | 31.3% | 6.9% | 13.3% | 31.7% | -7.3%
CCCCCn1c(=O)c(C(=O)NCc2ccccc2Cl)c(O)c2ccccc21 | -73.7* | 3.1% | 27.0% | 5.2% | -19.2% | ?
CC(C)CCNC(=O)Cn1nc(N2CCN(c3ccccc3)CC2)ccc1=O | -15.2 | 0.5% | . | . | . | ?
Cc1ccc(C)c(C(=O)Cn2c(NCCO)nc3ccccc32)c1 | 18.5 | -17.5% | -13.4% | -8.3% | 23.3% | -4.0%
Cc1ccc(S(=O)(=O)NCC2(c3ccccc3)CCN(C)CC2)cc1 | 74.8 | 0.2% | 5.2% | 39.8%[activator] | -20.6% | 1.8%
COCCNC(=O)CN1CCN(C(c2ccccc2)c2ccccc2)CC1 | 46.4 | 4.6% | -19.9% | -23.8% | 56.4% | 0.4%
CC(C)(C)C(=O)Nc1ccc2nc(SCc3ccccc3)sc2c1 | -12.9 | -4.6% | . | . | . | -2.4%
CC(C)Cn1c(SC(C)C(=O)NCC2CCCO2)nc2ccc(Cl)cc2c1=O (centres undefined) | -1.6 | -0.6% | . | 16.7% | -9.9% | ?
COc1cccc(OC)c1C(=O)N1CCN(Cc2cccnc2)CC1 | -9.3 | 6.2% | ? | ? | -12.3% | -13.3%
Cc1cc(C)nc(NC(=O)c2ccc([N+](=O)[O-])o2)n1 | -35.2 | -21.0% | -14.1% | 12.5% | -0.9% | 4.2%
O=C(Nc1ccc(F)cc1)N(Cc1nnc2n1CCCCC2)c1ccccc1 | -31.8 | -1.0% | 2.7% | 4.2% | -1.5% | -18.7%

Retrieved by compound from the entries so far, 2 records:
SMILES | HCMV inh | Sm TGR block | FBPA Giardia inh | AMA1 RON2 block | AmpC no deterg | AmpC inh detg
CC(C)CCNC(=O)Cn1nc(N2CCN(c3ccccc3)CC2)ccc1=O | -15.2 | 0.5% | . | . | . | ?
CC(=O)N1CCc2cc(Br)cc(S(=O)(=O)N3CCCCCC3)c21 | -15.6 | 1.6% | 5.7% | -6.4% | 87.6% | -6.4%

The list continues.
SMILES | HCMV inh | Sm TGR block | FBPA Giardia inh | AMA1 RON2 block | AmpC no deterg | AmpC inh detg
COc1ccc(S(=O)(=O)NCc2ccc3c(c2)CCN3C(=O)c2ccc(C)cc2)cc1Cl | -26.0 | 0.0% | . | . | . | 12.4%
Cc1cc(=O)oc2c(C)c(OC(C)C(=O)NCCCn3ccnc3)ccc12 (centres undefined) | 0.0 | -6.4% | -14.0% | 7.5% | 1.7% | -2.2%
S=c1[nH]nc(COc2ccc(Cl)cc2)n1-c1ccc(Cl)cc1 | 25.4 | -0.1% | ? | 64.7%[activator] | 303.2%[activator] | -19.1%
CC1=CCC2C(=O)N(c3cccc(C(=O)Nc4ccccc4Cl)c3)C(=O)C2C1 (centres undefined) | 5.8 | ? | 7.4% | -0.2% | 2.3% | 1.8%
N=c1n(CCN2CCCC2)c2ccccc2n1CC(O)c1ccc(Cl)c(Cl)c1 (centres undefined) | -98.6* | 0.0% | -8.4% | -4.4% | -2.2% | 5.0%
Cc1ccc(NC(=O)c2cn3c4c(ccc(Cl)c4c2=O)OC(C)C3)cc1C (centres undefined) | 0.5 | -0.1% | . | . | . | 12.8%
Nc1ncnc2c1ncn2[C@@H]1O[C@H](CO)C[C@@H]1O | . | 13.0% | 10.2%&0.1% | . | -6.3% | -9.3%
N#C/C(=C\C=C\c1ccccc1)C(=O)Nc1ccccc1 | ? | -3.9% | 0.6% | 5.3% | -41.1% | -2.8%
CC1(C)CC(=O)C(C(c2ccccc2F)C2C(=O)CC(C)(C)CC2=O)C(=O)C1 | -18.6 | 0.0% | 4.2% | 1.8% | -14.3% | -11.6%
COc1ccc(C)cc1NC(=O)CO/N=C(\N)CC(=O)Nc1ccccc1OC | 2.7 | -3.5% | . | 17.9% | -16.9% | -1.4%
C=CCSc1nc2c(c(=N)n1CC=C)C1CCCC1S2 (centres undefined) | 5.1 | -30.8% | -16.7% | 7.8% | . | 5.5%
Cc1ccc(C)c(-n2ccnc2SCC(=O)Nc2cccc(S(=O)(=O)NC3=NCCC3)c2)c1 | 9.8 | -13.1% | . | -3.8% | -4.2% | 6.7%
Cc1ccc([N+](=O)[O-])cc1NC(=O)C1CCCC1 | 15.5 | -23.6% | -2.7% | 5.7% | -17.5% | -8.6%
O=C1CC(=O)Nc2cc(S(=O)(=O)N3CCOc4ccccc43)ccc2N1 | 18.3&0.0 | -21.0%&-30.5% | 4.4% | -1.6% | -11.7% | -11.6%&-8.7%
O=C(CC1OCC2CCCN2C1=O)Nc1ccc([N+](=O)[O-])cc1 (centres undefined) | 9.3 | 25.1µM* | -0.4% | 3.1% | -36.2% | -10.2%
COc1ccc(N2CCN(S(=O)(=O)c3ccc(F)c(C(=O)Nc4ccccc4Cl)c3)CC2)cc1 | -27.4 | 1.8% | . | . | . | -0.9%
O=C(CSc1nc(-c2ccco2)cc(C(F)(F)F)n1)NCCN1CCOCC1 | 17.5 | 1.9% | 2.8% | -6.5% | 2.8% | 2.2%

An excerpt from above, reduced to HCMV inh and AmpC inh detg.
Compound	HCMV inh	AmpC inh detg
Cc1cc(C)nc(NC(=O)c2ccc([N+](=O)[O-])o2)n1	-35.2	4.2%
CCOCCCNc1nc2c(c(=O)[nH]c(=O)n2C)n1CCCc1ccccc1	26.1	1.4%
O=C1CC(=O)Nc2cc(S(=O)(=O)N3CCOc4ccccc43)ccc2N1	18.3&0.0	-11.6%&-8.7%
Nc1ncnc2c1ncn2[C@@H]1O[C@H](CO)C[C@@H]1O	.	-9.3%
Cc1cc(=O)oc2c(C)c(OC(C)C(=O)NCCCn3ccnc3)ccc12 (centres undefined)	0.0	-2.2%
CCC(C(=O)NCC1CCCO1)N(Cc1ccccc1)C(=O)CNS(=O)(=O)c1ccccc1 (centres undefined)	-35.2	-15.2%

Some values from above:
Cc1ccc(C)c(-n2ccnc2SCC(=O)Nc2cccc(S(=O)(=O)NC3=NCCC3)c2)c1 – AmpC inh detg = 6.7%
O=C(CC1OCC2CCCN2C1=O)Nc1ccc([N+](=O)[O-])cc1 (centres undefined) – FBPA Giardia inh = -0.4%
N#C/C(=C\C=C\c1ccccc1)C(=O)Nc1ccccc1 – AmpC inh detg = -2.8%

Screens (PubChem BioAssay)

This is a random part of the collection. Share with any hit: about 7.8%.
